# From PubChem
# ABHD5 PLIN5 PPI = ABHD5-PLIN5 interaction inhibitors, primary screen, cell lysate, split luciferase complementation, luminescence. Perilipin-5 (Homo sapiens) + 1-acylglycerol-3-phosphate O-acyltransferase ABHD5 (Homo …. Split G. princeps luciferase complementation, 4 h. inhibition, % at 4 µM. 360,000 tested, 0.78% active. AID 602281, 2012;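 active = inhibition above the mean inhibition across every tested compound plus 3 SD, cut at about 22% in these data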;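 note: 0% = DMSO only wells and the 100% control is not disclosed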
# Target sequence (Q00G26 whole entry, looked up): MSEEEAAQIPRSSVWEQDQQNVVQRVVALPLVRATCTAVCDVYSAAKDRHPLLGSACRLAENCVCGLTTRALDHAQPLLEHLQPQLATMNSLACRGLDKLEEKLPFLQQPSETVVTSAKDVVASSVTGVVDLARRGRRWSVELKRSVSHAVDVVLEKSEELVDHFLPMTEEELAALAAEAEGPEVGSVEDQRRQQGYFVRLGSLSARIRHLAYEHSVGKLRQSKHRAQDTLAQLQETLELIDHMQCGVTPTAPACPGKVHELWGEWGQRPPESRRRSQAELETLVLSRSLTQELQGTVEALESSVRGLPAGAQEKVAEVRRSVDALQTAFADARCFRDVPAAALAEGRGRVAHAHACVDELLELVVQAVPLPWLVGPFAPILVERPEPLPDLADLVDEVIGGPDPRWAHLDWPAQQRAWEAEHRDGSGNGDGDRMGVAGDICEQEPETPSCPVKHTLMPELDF
# Target sequence (Q8WTS1 whole entry, looked up): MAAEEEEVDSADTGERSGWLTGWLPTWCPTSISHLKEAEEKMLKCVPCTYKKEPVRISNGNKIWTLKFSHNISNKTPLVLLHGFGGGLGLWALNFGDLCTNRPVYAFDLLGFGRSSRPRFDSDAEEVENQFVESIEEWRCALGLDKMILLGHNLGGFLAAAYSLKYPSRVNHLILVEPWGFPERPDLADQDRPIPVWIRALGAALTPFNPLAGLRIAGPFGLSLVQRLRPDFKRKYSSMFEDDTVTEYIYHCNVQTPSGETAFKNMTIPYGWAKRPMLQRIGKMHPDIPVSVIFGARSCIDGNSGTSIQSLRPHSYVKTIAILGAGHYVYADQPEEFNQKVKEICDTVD
# Granule exo inh = LAMP-1 surface exposure blockers, TALL-104 cells – cell-based, flow cytometry, MLPCN library, primary screen | 360,000 tested, 0.66% active | TALL-104 LAMP-1 surface exposure; cells stimulated with thapsigargin and PMA | inhibition, % at 10 µM;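 active = inhibition above about 55%, limit read from the data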
# NCOA3 inh = SRC3 coactivator transcriptional activity inhibitors, primary screen, cell-based, luminescence | Nuclear receptor coactivator 3 (Homo sapiens), Q9Y6Q9 | HEK293 GAL4-SRC3 luciferase reporter | inhibition, % at 3.6 µM | 360,000 tested, 0.17% active;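 active = inhibition above a per-campaign cutoff, the mean of all compounds plus 3 SD, cut at about 60% in these data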;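 note: 0% = DMSO-treated cells and 100% = gossypol-treated cells at 36 µM; higher means less SRC3-driven luciferase light from the GAL4 reporter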
# TWEAK Fn14 block = inhibitors of TWEAK-Fn14 signaling, primary screen, luciferase reporter cells, uHTS; inhibition, % at 10 µM; TWEAK-stimulated Fn14 reporter cells, luciferase luminescence, 8 h; 360,000 tested, 2% active; AID 1159606, 2016; in the data active = inhibition above about 50%
# NR2F2 inh = NR2F2 transcriptional activity inhibitors, primary screen, cell-based, luciferase reporter, HEK293T, luminescence; COUP transcription factor 2 (Homo sapiens), P24468; HEK293T NGFI-A luciferase reporter; inhibition, % at 8.6 µM; 370,000 tested, 0.7% active;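 active = inhibition above a per-plate cutoff, mean inhibition of test wells between control levels plus 3 SD, cut at about 38% in these data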;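 note: cells cotransfected with COUP-TFII expression vector driving the NGFI-A reporter; 0% = median of COUP-TF2 test wells and 100% = reporter-only cells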
# TLR9-MyD88 inh = inhibitors of TLR9-MyD88 association in cells, primary screen, cell-based, CHO, BLA complementation, fluorescence; CCF4 FRET ratio; inhibition, % at 4.98 µM; 340,000 tested, 0.21% active; AID 504734, 2011;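 active = inhibition above the mean over all tested compounds plus 3 SD, cut at about 21% in these data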;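 note: 0% = DMSO only wells and 100% = clavulanate BLA inhibitor control wells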
# TROY NFkB inh = inhibitors of TROY-driven NF-kB signaling, primary screen, Q293 LMP1-TROYcd cells, NF-kB luciferase, uHTS; 360,000 tested, 0.98% active; Q293 LMP1-TROYcd NF-kB luciferase reporter, 4 h; inhibition, % at 10 µM;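 active = compounds whose plate-normalised and pattern-corrected inhibition of the luciferase reporter signal at the single screening dose is 50% or more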
# NCOA1 inh = SRC1 coactivator transcriptional activity inhibitors, primary screen, cell-based, luminescence | HEK293 GAL4-SRC1 luciferase reporter | Nuclear receptor coactivator 1 (Homo sapiens), Q15788 | 360,000 tested, 0.12% active | AID 588354, 2011 | inhibition, % at 3.6 µM;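 active = inhibition above the campaign mean plus 3 SD, with each screening campaign given its own cutoff, cut at about 60% in these data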;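 note: 0% = DMSO treated cells and 100% = gossypol at 36 µM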
# NCOA2 inhibitor = inhibition of GAL4-SRC2 driven luciferase reporter, primary screen, SRC2 inhibitor project, cell-based, luminescence; Nuclear receptor coactivator 2 (Homo sapiens), Q15596; HEK293 GAL4-SRC2 luciferase reporter; inhibition, % at 9 µM; 370,000 tested, 0.17% active; AID 651957, 2012;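 active = inhibition above the mean inhibition of all tested compounds plus 3 SD, set per campaign, cut at about 52% in these data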;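 note: 0% = DMSO treated cells and 100% = cells given Gossypol at 36 µM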
# LRH-1 inv ag = LRH-1 (NR5A2) inverse agonists, primary screen, cell-based, luminescence, HEK293T, StAR-luciferase reporter; LRH-1 transfected, 24 h; inhibition, % at 3.6 µM; 360,000 tested, 0.13% active; AID 602396, 2012;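 active = inhibition above the mean inhibition of all tested compounds plus 3 SD, cut at about 73% in these data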;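 note: 0% = DMSO wells and 100% = reporter-only cells lacking LRH-1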
# NOD2-RIPK2 inh = NOD2-RIPK2 binding disruptors in cells, primary screen, fluorescence, CHO cells, BLA complementation; Receptor-interacting serine/threonine-protein kinase 2 (Homo sapiens), O43353; 360,000 tested, 0.38% active; CCF4 ratio; inhibition, % at 4.98 µM; in the data active = inhibition above about 21%;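 note: 0% = vehicle only and 100% = reference blocker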
# * hit, by the source's call; . = no result given. Not all compounds are listed (hit frequency here may not be typical).
no.	SMILES	ABHD5 PLIN5 PPI	Granule exo inh	NCOA3 inh	TWEAK Fn14 block	NR2F2 inh	TLR9-MyD88 inh
1	CCCC(C)C1(CC)C(=O)NC(=Nc2ccccc2OC)NC1=O (stereo not drawn)	-9	0	1	6	-13	4
2	CN1CCC(N(C)c2nc(-c3ccccc3)nc3ccccc23)CC1	19	-3	18	-24	16	2
3	COc1c(O)ccc2c1-c1c3c(cc4c1C(C2)N(C)CC4)OCO3 (stereo not drawn)	1	-2	19	1	-13	-23
4	CCOc1ccccc1CN1C2CCC1CC(c1ccc(C)cc1)C2 (stereo not drawn)	-5	67*	-16	27	13	-10
5	CCOC(=O)CC1c2ccccc2-n2nncc2CN1C (stereo not drawn)	-6	-1	0	-4	18	4
6	COc1ccc(C(CC(=O)N2CCC3(CC2)OCCO3)NS(=O)(=O)c2ccc(C)cc2)cc1 (stereo not drawn)	-3	-1	6	-24	2	-17
7	O=C(CCCN1CCC2(CC1)C(=O)NCN2c1ccccc1)c1ccc(F)cc1	-2	0	-35	-2	20	0
8	O=C(COC(=O)Cc1ccccc1)NC(=O)NC1CCCCC1	3	-3	13	-7	-13	5
9	O=C(Cc1ccccc1)OCc1ccccc1	1	-1	-14	-1	6	2
10	Oc1ccc(Cl)cc1	-3	1	-3	-9	0	4
11	O=[N+]([O-])c1ccc(O)c([N+](=O)[O-])c1	4	2	-2	18	-1	3
12	COc1cc(OC)cc(-n2nc(C(=O)N3CCC4(CC3)OCCO4)c3ccccc3c2=O)c1	0	2	21	30	10	13
13	CC(=NCCCN1CCOCC1)c1c(O)n(-c2ccccc2C)c(=O)[nH]c1=O	-9	0	12	14	-5	4
14	O=C(O)CN1C(=O)CN=C(c2ccccn2)c2cc(Cl)ccc21	-8	-3	2	16	-5	8
15	CCC1=Nc2cc(C(=O)N3CCC4(CC3)OCCO4)ccc2Sc2ccc(C)cc21	0	0	-4	5	4	5

no.	TROY NFkB inh	NCOA1 inh	NCOA2 inhibitor	LRH-1 inv ag	NOD2-RIPK2 inh
1	14	-17	7	-4	-10
2	-12	-34	-5	12	-42
3	-6	9	6	1	0
4	-4	17	-20	9	-3
5	0	7	5	-4	8
6	3	-1	2	21	-1
7	8	-9	-1	-14	-7
8	7	2	5	13	-1
9	-16	-5	-16	9	-3
10	1	-3	-11	11	-6
11	-1	1	19	-22	-9
12	-8	12	4	33	-1
13	8	-11	0	-18	-2
14	32	5	0	-7	4
15	-4	-5	5	-14	1

# Later entries:
no.	SMILES	ABHD5 PLIN5 PPI	Granule exo inh	NCOA3 inh	TWEAK Fn14 block	NR2F2 inh	TLR9-MyD88 inh
16	CC(C)c1ccc(OCC(=O)N2CCN(C)CC2)c(Br)c1	9	2	-7	11	10	-2
17	CCCCn1c(=O)c(C(=O)Nc2ccccc2N)c(O)c2ccccc21	1	5	-3	5	-7	3
18	Cc1ccc(-[n+]2c(Cc3nn(-c4ccccc4)c(C)[n+]3-c3ccc(C)cc3)nn(-c3ccccc3)c2C)cc1	5	2	-2	-5	9	6
19	Cc1ccc(N2C(=O)NC(=O)/C(=C\c3cc(C)n(-c4cc(C(=O)O)cc(C(=O)O)c4)c3C)C2=O)cc1	8	-4	-20	0	18	-1
20	C#CCOc1cc(C2C3=C(COC3=O)Nc3cc4c(cc32)OCO4)ccc1OC (stereo not drawn)	-5	0	16	0	-26	19
21	CN1C2CCC1C(C(=O)O)C(O)C2 (stereo not drawn)	8	-4	3	6	-1	-2
22	CCC(=O)OC1CCC2C3CCC4CC(=O)C=CC4(C)C3CCC12C (stereo not drawn)	8	6	2	6	6	1
23	COC(=O)c1ccc(N2CCN(C)CC2)c([N+](=O)[O-])c1	3	0	13	1	13	-1
24	CCCCN1C(=O)NC(=O)C2(Cc3cc(C)ccc3N(C)C2)C1=O (stereo not drawn)	-1	9	5	10	9	4
25	Cc1cccc(OP(=O)(NCc2ccccc2)Oc2cccc(C)c2)c1	-10	18	10	38	-3	2
26	CN(C)S(=O)(=O)c1cc(NC(=O)C[N+]23CCN(CC2)CC3)ccc1Cl	2	-2	-10	-1	0	-7
27	CC1(C)OC(c2ccccc2)=C/C(=C/C=C2C(=O)NC(=O)NC2=O)O1	6	1	1	8	10	34*
28	Nc1c(C(=O)NCCN2CCOCC2)c2nc3ccccc3nc2n1Cc1ccccc1	12	-9	7	22	10	-9
29	COc1ccc(F)cc1C(=O)C1CCCN(Cc2cnc(C)s2)C1 (stereo not drawn)	-5	2	7	14	4	-4
30	CCN1C[C@@]2(COC)C3[C@@H](OC)[C@H]4[C@@H]1[C@@]3(C1C[C@H]3[C@H](OC(C)=O)C1[C@]4(OC(C)=O)C[C@H]3OC)[C@@H](OC)C[C@H]2OC(C)=O (stereo partly drawn)	-6	-1	-15	-10	.	.

no.	TROY NFkB inh	NCOA1 inh	NCOA2 inhibitor	LRH-1 inv ag	NOD2-RIPK2 inh
16	-4	-10	-8	1	-13
17	19	-15	16	18	2
18	-1	9	-3	9	-8
19	-18	-16	-23	-2	3
20	13	4	13	30	2
21	-14	-11	13	8	8
22	0	3	18	-9	-12
23	-1	9	-13	0	-8
24	-24	-2	-14	-15	-9
25	16	4	-10	9	5
26	6	-17	1	1	-22
27	19	-6	-15	3	32*
28	8	5	5	-4	4
29	9	6	15	-19	-4
30	15	-8	.	-3	-15

# The final 3 compounds of the part before lead into the next.
no.	SMILES	ABHD5 PLIN5 PPI	Granule exo inh	NCOA3 inh	TWEAK Fn14 block	NR2F2 inh	TLR9-MyD88 inh
28	Nc1c(C(=O)NCCN2CCOCC2)c2nc3ccccc3nc2n1Cc1ccccc1	12	-9	7	22	10	-9
29	COc1ccc(F)cc1C(=O)C1CCCN(Cc2cnc(C)s2)C1 (stereo not drawn)	-5	2	7	14	4	-4
30	CCN1C[C@@]2(COC)C3[C@@H](OC)[C@H]4[C@@H]1[C@@]3(C1C[C@H]3[C@H](OC(C)=O)C1[C@]4(OC(C)=O)C[C@H]3OC)[C@@H](OC)C[C@H]2OC(C)=O (stereo partly drawn)	-6	-1	-15	-10	.	.
31	C=CCn1c(O)c(/C=N/NC(=O)CCCC)c(=O)[nH]c1=S	-5	-2	14	7	-4	1
32	CCCCCCn1c(=O)c(C(=O)Nc2nc(CC(=O)OCC)cs2)c(O)c2ccccc21	4	-16	7	36	-3	0
33	CCOC(=O)C1(CCc2ccccc2)CCN(C2CCSCC2)CC1	-2	0	8	0	3	6
34	Cc1cc(=O)oc2cc(OCC(=O)N3CCN(Cc4ccc5c(c4)OCO5)CC3)ccc12	3	-3	1	-38	7	-3
35	O=C(Cc1ccccc1)N1CCN(Cc2cccc(Br)c2)CC1	-2	2	1	-14	-9	-8
36	CN(C)c1ccc(NC(=O)CN2C(=O)CN=C(c3ccccc3)c3ccccc32)cc1	6	1	-2	1	1	8
37	Cc1ccc(C2CC(=O)C(C=NCCN3CCN(C(=O)Cc4ccccc4)CC3)=C(O)C2)cc1 (stereo not drawn)	-1	1	5	1	9	-2
38	Cc1ccc(OC(=O)N(C)C[C@H]2OCc3cnnn3CCCC(=O)N([C@@H](C)CO)C[C@H]2C)cc1	4	1	-10	-7	7	2
39	O=C(N/N=C/c1c(O)n(CCc2ccccc2)c(=O)[nH]c1=O)c1ccncc1	-3	-2	-1	8	5	8
40	O=C(O)Cn1cc(/C=C2\C(=O)NC(=O)N(Cc3ccco3)C2=O)c2ccccc21	10	-2	6	-4	13	-2
41	CC1CCCC(C2(O)C(=O)Nc3ccccc32)C1=O (stereo not drawn)	1	-1	9	-3	-5	-5
42	CCOP(=O)(OCC)c1ccc(O)cc1	-1	-10	0	-4	-25	6
43	Cc1nnc(SCc2nc3ccccc3c(=O)n2-c2ccccc2Cl)n1N	1	0	11	-6	-4	2
44	CC(=O)c1cn(Cc2ccccc2C#N)c2ccccc12	3	-4	28	42	47*	-17
45	C[C@]12CC[C@H](O)CC1C(=O)CC1C2CC[C@@]2(C)C1CC[C@@H]2O (stereo partly drawn)	5	2	-26	16	15	-3

no.	TROY NFkB inh	NCOA1 inh	NCOA2 inhibitor	LRH-1 inv ag	NOD2-RIPK2 inh
28	8	5	5	-4	4
29	9	6	15	-19	-4
30	15	-8	.	-3	-15
31	-12	-51	10	-5	2
32	34	2	-8	7	-8
33	16	-2	11	-2	-10
34	2	-95	2	14	-7
35	9	14	15	-4	0
36	2	2	8	22	-4
37	-2	2	-26	11	2
38	-4	9	-5	18	6
39	6	9	-17	-2	-2
40	8	-15	16	22	-5
41	-6	-6	-1	5	-2
42	0	-30	-19	-5	-7
43	-5	-6	0	-8	-14
44	20	6	27	45	-13
45	10	-11	0	-22	-10

# (cont.)
no.	SMILES	ABHD5 PLIN5 PPI	Granule exo inh	NCOA3 inh	TWEAK Fn14 block	NR2F2 inh	TLR9-MyD88 inh
46	CN1CCCC1C(O)(c1ccccc1)c1ccccc1 (stereo not drawn)	-1	1	11	-7	-20	-9
47	O=[N+]([O-])c1cc(F)c(N2CCCCCC2)cc1N1CCNCC1	15	8	9	3	17	-2
48	O=C1NC(=O)C(Cc2ccccc2)C(=O)N1	-7	-10	12	3	14	-10
49	O=C(O)C1C2c3ccccc3C(=O)C1(C(=O)O)c1ccccc12 (stereo not drawn)	4	-2	1	-8	11	-4

no.	TROY NFkB inh	NCOA1 inh	NCOA2 inhibitor	LRH-1 inv ag	NOD2-RIPK2 inh
46	6	-3	2	11	-3
47	-3	2	-35	42	4
48	8	-14	-10	9	-1
49	-2	-4	-35	12	-7

# Profiles from above. Screens in order: ABHD5 PLIN5 PPI | Granule exo inh | NCOA3 inh | TWEAK Fn14 block | NR2F2 inh | TLR9-MyD88 inh | TROY NFkB inh | NCOA1 inh | NCOA2 inhibitor | LRH-1 inv ag | NOD2-RIPK2 inh
# `Cc1ccc(N2C(=O)NC(=O)/C(=C\c3cc(C)n(-c4cc(C(=O)O)cc(C(=O)O)c4)c3C)C2=O)cc1` across the screens: 8 | -4 | -20 | 0 | 18 | -1 | -18 | -16 | -23 | -2 | 3
# `CCCCn1c(=O)c(C(=O)Nc2ccccc2N)c(O)c2ccccc21` across the screens: 1 | 5 | -3 | 5 | -7 | 3 | 19 | -15 | 16 | 18 | 2
# `Cc1cccc(OP(=O)(NCc2ccccc2)Oc2cccc(C)c2)c1` across the screens: -10 | 18 | 10 | 38 | -3 | 2 | 16 | 4 | -10 | 9 | 5
# `O=C(CCCN1CCC2(CC1)C(=O)NCN2c1ccccc1)c1ccc(F)cc1` across the screens: -2 | 0 | -35 | -2 | 20 | 0 | 8 | -9 | -1 | -14 | -7
# `CCCCCCn1c(=O)c(C(=O)Nc2nc(CC(=O)OCC)cs2)c(O)c2ccccc21` across the screens: 4 | -16 | 7 | 36 | -3 | 0 | 34 | 2 | -8 | 7 | -8
